Screens deposited in PubChem BioAssay by National Center for Advancing Translational Sciences (NCATS).
WRN inhibitor – inhibitors of human WRN helicase; Q14191; WRN helicase unwinding, fluorescent forked duplex, kinetic; Potency, µM (doses to about 114 µM), inactives show top-dose activity change, negative = inhibition, most hits filed as inhibitors; 360,000 tested, 0.46% active; AID 651768; note: potency is the fitted concentration of half-maximal effect; % is set by controls: 0 for no effect and ±100 for the full control effect; nearly all actives have a fitted effect of over 55% in size
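WRN at 20 nM final preincubated with compound 15 min at room temperature; reaction started with 100 nM fluorophore/quencher forked duplex oligonucleotide and 2 mM ATP final. Unwinding followed kinetically by red fluorescence (ex 525, em 598 nm).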
IL-2 act – activators of IL-2; activation, % (series mostly up to about 46 µM); IL-2 activation reporter assay, cell-based qHTS; stimulated with anti-CD3/CD4/CD28 beads; in transgenic mouse T cells; 360,000 tested, 0.065% active; in the data active = activation above about 50%; inconclusive = mostly about 30% to 49%; note: 0% is about no effect
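Readout is EGFP and DsRed signal by fluorescent plate cytometry after 18 h at 37 degrees C. Transgenic mouse T cells (750/well) received compound for 60 min before bead stimulation (anti-CD3, anti-CD4, anti-CD28); memory T cells served as non-tolerant control.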
GLP1R cytotox – cytotoxicity counter-screen for GLP-1 receptor inverse agonists; HEK293 cAMP-luciferase reporter cells, luminescence, 24 h; Potency, µM (titrated, usually from 38.3 µM), without a hit: at the highest dose activity change, negative = inhibition, most hits filed as inhibitors; 410,000 tested, 0.13% active; AID 624418;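 note: loss of luciferase light is scored as toxicity; potency is the fitted concentration of half-maximal effect; % is set by controls: 0 for no effect and ±100 for the full control effect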
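1536-well qHTS counterscreen of the MLSMR; 200 cells/uL, 12 h pre-incubation, 23 nL cpd, 24 h at 37 deg C 5% CO2, luciferase detection reagent, 12 min RT, luminescence. Inhibition = undesired.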
PLK1 PBD block – PLK1 (human) polo-box domain binding inhibition; Plk1 PBD binding of FITC phosphopeptide, fluorescence polarization; Potency, µM, inactives show max response, negative = inhibition, most hits filed as inhibitors; 360,000 tested, 2.8% active; note: potency is the fitted concentration of half-maximal effect; series mostly up to about 57 µM; % is set by controls: 0 for no effect and ±100 for the full control effect; nearly all actives have a fitted effect of over 65% in size
D3 ag – D3 dopamine receptor (human) agonism; D3R DiscoveRx beta-arrestin cells, luminescence, 90 min; 410,000 tested, 0.58% active; max activation, %; in the data active = max activation above about 30%; note: 0% is about no effect; mostly tested at two doses, the higher about 12 µM
Target sequence (P35462 whole entry, looked up): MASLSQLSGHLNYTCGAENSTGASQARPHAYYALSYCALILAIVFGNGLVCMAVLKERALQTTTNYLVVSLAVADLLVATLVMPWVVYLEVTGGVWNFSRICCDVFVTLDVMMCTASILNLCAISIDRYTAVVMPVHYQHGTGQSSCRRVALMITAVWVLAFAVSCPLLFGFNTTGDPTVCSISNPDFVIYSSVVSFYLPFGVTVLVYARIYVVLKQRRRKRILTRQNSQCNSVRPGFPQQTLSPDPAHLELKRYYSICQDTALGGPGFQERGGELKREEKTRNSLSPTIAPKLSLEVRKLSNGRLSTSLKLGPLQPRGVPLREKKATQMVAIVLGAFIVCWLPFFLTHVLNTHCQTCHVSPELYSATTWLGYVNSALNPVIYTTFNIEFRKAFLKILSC
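Agonist mode: compounds and dopamine controls were applied to plated cells for 90 min at 37 degrees C after an overnight attachment at 1500 cells/well. Luminescent read-out followed 30 - 60 minutes at room temperature with DiscoveRx detection reagent.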
GLP-1R agonist – agonists of human GLP-1 receptor | 380,000 tested, 0.007% active | Potency, µM (doses to about 45.6 µM), inactives show at the highest dose activation, most hits filed as activators | HEK293 GLP-1R CRE-luciferase, luminescence, 4-6 h; cells express a hypersensitive GLP-1R form | AID 624172; note: potency is the fitted concentration of half-maximal effect; % of control where 0% means no effect
Target sequence (P43220 whole entry, looked up): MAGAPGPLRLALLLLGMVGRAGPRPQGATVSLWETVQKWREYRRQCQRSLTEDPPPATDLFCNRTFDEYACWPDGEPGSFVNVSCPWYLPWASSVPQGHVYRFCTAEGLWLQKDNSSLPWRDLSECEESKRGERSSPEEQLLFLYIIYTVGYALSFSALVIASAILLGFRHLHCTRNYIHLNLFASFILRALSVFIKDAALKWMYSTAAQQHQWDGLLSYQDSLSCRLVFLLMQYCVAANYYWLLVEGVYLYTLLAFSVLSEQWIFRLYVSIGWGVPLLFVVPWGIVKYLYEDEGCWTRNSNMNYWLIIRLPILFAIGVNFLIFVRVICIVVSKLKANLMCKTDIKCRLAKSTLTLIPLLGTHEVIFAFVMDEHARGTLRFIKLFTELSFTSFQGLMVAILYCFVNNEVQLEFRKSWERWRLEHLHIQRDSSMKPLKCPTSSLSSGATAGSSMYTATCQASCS
GLP-1R inv ag – inverse agonists of human GLP-1 receptor; P43220; HEK293 GLP-1R CRE-luciferase, luminescence, 24 h; GLP-1R form is constitutively active; Potency, µM (doses to about 38.3 µM), for the others: top-dose activity change, negative = inhibition, most hits filed as inhibitors; 410,000 tested, 1.6% active; AID 624417; note: potency is the fitted concentration of half-maximal effect; % is set by controls: 0 for no effect and ±100 for the full control effect; nearly all actives have a fitted effect of over 55% in size
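HEK293 cells stably co-expressing a cAMP-responsive luciferase reporter and constitutively active GLP-1R were seeded, incubated 12 h, then exposed to compounds for 24 h at 37 C. Luminescence was read 12 min after detection reagent; inverse agonists lower signal.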
D3 antag – blocks the human D3 dopamine receptor | D3R cells, DiscoveRx beta-arrestin luminescence, antagonist mode; hits give low values | AID 652054 | 360,000 tested, 2.5% active | P35462 | max response, negative = inhibition, %; in the data active = max response below about -50%; inconclusive = no clear call, values can overlap the other calls; note: % is set by controls: 0 for no effect and ±100 for the full control effect; mostly tested at two doses, the higher about 12 µM
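Cells plated overnight at 1500 cells/well, then exposed to library compounds with dopamine controls for 90 minutes at 37 degrees C. DiscoveRx reagent added for 30–60 minutes at room temperature; luminescence read, quantitative HTS format.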
PI5P4K alpha inh – PI5P4K alpha (human) kinase inhibition; AID 652105; P48426; max response, %; 330,000 tested, 1.2% active; PI5P4Kalpha enzyme, ADP-Glo luminescence, 60 min; hits give low values; active = max response of -50% or lower; inconclusive = between -30% and -50%; inactive = -30% or higher; note: value at the top dose of about 77 µM; % is set by controls: 0 for no effect and ±100 for the full control effect
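Controls without substrate or without enzyme flank wells where PI5P4Kalpha converts substrate using 5 microM ATP (final). Incubation lasts 60 minutes at room temperature; ADP formed is read by ADP-Glo luminescence.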
The depositor's hits bear a star; ? = inconclusive; . = no result given; & = joins results of further samples; [ ] = another dose, or the depositor's remark. Unless noted, calls come from the whole dose curve; as a rule, active = well fitted curve in the direction sought with a large enough effect; inconclusive = small, poorly fitted or top-dose-only effect, or another doubt; inactive = no such curve, though single readings can be large; an effect the other way counts as inactive or inconclusive.

nr	smiles	WRN inhibitor	PI5P4K alpha inh	D3 antag	GLP-1R inv ag	IL-2 act	GLP1R cytotox	GLP-1R agonist	PLK1 PBD block	D3 ag
1	CC(C)c1ccc(C(=O)N2CCCCC2c2cc(C(=O)Nc3ccncc3)no2)cc1 (centres undefined)	-7%	1	28	3%	-0.4	13%	12%	-1%	5
2	Cc1ccc(C)c(N(C(=O)c2csnn2)C(C(=O)NC2CCCCC2)c2cccnc2)c1 (centres undefined)	1%	5	0	-2%	1.4	-10%	0%	7%	-3
3	Cc1ccc(NC(=O)CN(c2ccccc2)S(=O)(=O)N(C)C)cc1Cl	.	.	.	?	.	-3%	19%	.	-7
4	c1ccc(-c2n[nH]c(-c3ccccc3)c2-c2nc3ccccc3[nH]2)cc1	2%	-7	-56*	?	2.6	-20%	-12%	27µM*	-5
5	Cc1nc(-c2nnc(SCC(=O)Nc3ccc(C(F)(F)F)cc3)n2C)cs1	-18%	10	8	-24%	-0.6	11%	6%	4%	6
6	O=C(C[C@H]1C(=O)N(C2CCCCC2)C[C@@H]1c1ccccc1)Nc1ccc(Br)cc1	-9%	7	?	?	0.5	1%	-2%	0%	0
7	CCSc1nc2ccccc2c(=O)n1CCc1ccc(OC)c(OC)c1	-13%	10	70	?	-0.8	-24%	20%	-4%	17
8	CC(C)C(=O)Nc1c(-c2ccc(Cl)cc2)c(=O)c2ccccc2n1C	4%	-4	-17	7%	-1.8	-2%	-3%	1%	-4
9	CN(Cc1ccccc1)CC(O)COc1ccc(CNCc2nccn2C)cc1 (centres undefined)	0%[57.1 µM]	3	-22	?	-1.2	?	7%	-11%	-2
10	Fc1cccc(Nc2ncnc3[nH]ncc23)c1	8%	-20	-3	19%	0.3	22%	2%	-5%	-2
11	COC(=O)c1sccc1NC(=O)CC1C(=O)NCCN1C(=O)Nc1ccccc1 (centres undefined)	-3%	-2	0	4%	-1.9	8%	10%	-3%	-7
12	COc1ccc(CCCc2nnc(SCC(=O)Nc3cccc(F)c3C)o2)cc1	.	.	.	-2%	.	6%	1%	.	2
13	CC(=O)OC1CCC(OC(C)=O)c2c1n([O-])c(C)c(C)[n+]2=O (centres undefined)	3%	2	4	15%	2.8	-1%	-13%	-1%	4
14	Cc1cc(C)c(C)c(OCC(=O)O/N=C(\N)c2ccccn2)c1	5%	0	13	?	0.6	-1%	28%	-2%	0
15	Fc1ccc(Nc2nc(N/N=C/c3ccco3)nc(N3CCCCC3)n2)cc1	-4%	-12	14	?	-2.2	3%	5%	-4%	-6
16	CSc1ncnc2c1ncn2CCCNCC(C)c1ccccc1 (centres undefined)	-2%	-3	2	-1%	-1.5	-14%	10%	2%	1
17	NC(=O)c1nsc(C(=O)N(Cc2ccco2)C(C(=O)NCc2ccc(F)cc2)c2ccc(O)cc2)c1N (centres undefined)	-5%	-7	10	?	1.5	1%	-2%	-1%	-12
18	CC1CCN(C(=O)CSc2nc(C3CC3)nc3ccccc23)CC1	-2%[57.1 µM]	3	51	?	1.0	-5%	22%	1%	27
19	CCCN1C[C@@H](C)[C@@H](OC)CN(C)C(=O)c2ccc(NC(=O)c3cccc(F)c3)cc2OC[C@H]1C	6%	0	-11	1%	-0.1	2%	.	-1%	-12
20	C/C(=N\NC(=O)c1cc(C)nc2ccc(C)cc12)c1ccncc1	3%	2	4	61%[activator]	-3.8	8%	5%	1%	8
21	O=C(/C=C\Nc1ccccc1Br)c1ccc2c(c1)OCO2	-11%	6	4	-48%	-1.0	-10%	-1%	-11%	1
22	Cc1ccc(-c2c(C(=O)N/N=C/c3ccco3)nnn2-c2nonc2N)cc1	9%	-4	-18	27%	-2.3	0%	6%	-7%	-6
23	CC(OC(=O)C1=COCCO1)C(=O)c1ccc(Br)cc1 (centres undefined)	7%	0	-2	-2%	-0.5	-1%	10%	-16%	-3
24	CCC(C)(C(=O)NC1CCCC1)N(C(=O)c1cnccn1)c1ccccc1 (centres undefined)	0%	-2	-1	11%	-3.2	?	-8%	-2%	4
25	CCOC(=O)[C@@H]1[C@H]2COc3ccc(Br)cc3[C@@H]2N2C(=O)N(c3ccc(Cl)cc3)C(=O)[C@@]12C	-23%	0	-12	7%	-2.1	9%	2%	-19%	-4
26	COCCn1c(N)c(N(Cc2ccccc2)C(=O)CSCC(=O)Nc2ccc(OC)cc2)c(=O)[nH]c1=O	7%	-3	-19	14%	-5.4	1%	11%	-2%	5
27	CCCCNC(=O)C1CCN(S(=O)(=O)N2CCOCC2)CC1	-10%	9	9	4%	-0.6	0%	8%	-6%	12
28	O=C(C1CCCN(c2ncnc3c2nc2n3CCCCC2)C1)N1CCN(c2cccc(Cl)c2)CC1 (centres undefined)	-7%	1	63	?	1.1	?	-4%	3%	-10
29	COc1ccc(CNC(=O)c2cc3cc(OC)ccc3oc2=O)cc1	-8%	13	3	?	0.2	-24%&-7%	-10%&-1%	-2%	-5&-6
30	COC(=O)c1ccc(Cn2c(C)c(C(=O)NCc3ccc([N+](=O)[O-])cc3)sc2=O)o1	6%[57.1 µM]	-1	-1	-19%	-0.4	-3%	-4%	-5%	0

From compound 26 up to 27, copied from above:
nr	smiles	WRN inhibitor	PI5P4K alpha inh	D3 antag	GLP-1R inv ag	IL-2 act	GLP1R cytotox	GLP-1R agonist	PLK1 PBD block	D3 ag
26	COCCn1c(N)c(N(Cc2ccccc2)C(=O)CSCC(=O)Nc2ccc(OC)cc2)c(=O)[nH]c1=O	7%	-3	-19	14%	-5.4	1%	11%	-2%	5
27	CCCCNC(=O)C1CCN(S(=O)(=O)N2CCOCC2)CC1	-10%	9	9	4%	-0.6	0%	8%	-6%	12

Back to the main list with the 2 entries that preceded the break.
nr	smiles	WRN inhibitor	PI5P4K alpha inh	D3 antag	GLP-1R inv ag	IL-2 act	GLP1R cytotox	GLP-1R agonist	PLK1 PBD block	D3 ag
29	COc1ccc(CNC(=O)c2cc3cc(OC)ccc3oc2=O)cc1	-8%	13	3	?	0.2	-24%&-7%	-10%&-1%	-2%	-5&-6
30	COC(=O)c1ccc(Cn2c(C)c(C(=O)NCc3ccc([N+](=O)[O-])cc3)sc2=O)o1	6%[57.1 µM]	-1	-1	-19%	-0.4	-3%	-4%	-5%	0
31	O=C(N/N=C/C=C/c1ccccc1)C1CC1c1ccccc1 (centres undefined)	-8%	3	2	?	0.3	-8%	5%	-3%	3
32	CCOC(=O)c1[nH]c2cc3c(cc2c1NC(=O)CN1CCCC1)OCO3	-28%	7	-12	-2%	1.4	2%	-3%	-25%	-6
33	Cc1ccc(-c2nc3ccc(Cl)cn3c2Cc2cccc(F)c2)cc1	-5%	0	27	?	0.5	-6%	14%	5%	10
34	CC(=O)c1cc(C#N)c(N2CCN(c3ccccc3)CC2)nc1C	2%[57.1 µM]	-9	-16	1%	-0.7	1%	-3%	-14%	-2
35	Cc1c(NS(=O)(=O)c2ccc(Cl)c(C(=O)OC(C)C(=O)N3CCOCC3)c2)c(=O)n(-c2ccccc2)n1C (centres undefined)	2%	-14	23	-16%	-0.3	-13%	1%	7%	-4
36	Cc1ccc(C(=O)CSc2nc(-c3ccccc3)nc3c2CCCC3)cc1C	.	.	.	6%	.	2%	-6%	.	1
37	CN(Cc1ccon1)Cc1cn(C)nc1-c1cccc(Cl)c1	9%	-6	-9	-19%	-1.8	-1%	13%	5%	7
38	Cc1onc(C(=O)Nc2cccc(C(F)(F)F)c2)c1[N+](=O)[O-]	-3%	14	-14	?	-3.1	3%	5%	3%	-3
39	COc1ccc(NC(=S)N(CCCN2CCOCC2)C(C)c2cc3cccc(OC)c3o2)cc1 (centres undefined)	-7%	3	-13	-36%	-0.2	-14%	14%	-3%	-7
40	Cc1ccsc1C(=O)OCc1csc(-c2ccccc2)n1	-12%	15	15	?	-2.5	16%	-11%	-3%	5
41	COc1ccc(NC2c3ccccc3C(=O)N2Cc2ccccc2Cl)cc1OC (centres undefined)	-2%	-4	-21	-11%	-3.1	-17%	-2%	-14%	2
42	COc1ccccc1NC(=O)CN1CCN(CC(=O)Nc2ccc(F)c(F)c2)CC1	.	.	.	-23%	.	-13%	3%	.	-15
43	CCC(=O)c1ccc(OCC(=O)OCC(=O)Nc2cccc(S(=O)(=O)N3CCOCC3)c2)cc1	-3%	2	0	8%	-3.7	-10%	-1%	0%	-2
44	CCc1noc(C)c1C(=O)N(C)CC(=O)Nc1ccc(F)c(F)c1F	-31%	-7	5	4%	0.8	11%	-6%	-9%	4
45	O=C(/C=C\Nc1cccc(F)c1)c1ccc2c(c1)OCO2	-3%	8	-4	10µM*	-0.4	6%	-4%	-6%	-6
46	COc1cccc(CC(=O)N[C@@H](CCSC)c2nc3ccccc3[nH]2)c1	6%	-3	-17	-6%	1.3	2%	5%	-23%	-17

Values in list order from the entries so far.
PLK1 PBD block, nos. 33 to 41: 5%, -14%, 7%, ., 5%, 3%, -3%, -3%, -14%
